High-throughput results (PubChem BioAssay)
GBA enhancer – glucocerebrosidase activity enhancement; AID 784; 0.44% of 30,000 active; L444P Gaucher fibroblasts, 4-MU-glucoside fluorescence, 3 days; P04062; activation, % at 10 µM; in the data active = activation above about 65%;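 also: 0% = vehicle wells and 100% = positive control wells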
Target sequence (P04062 whole entry L483P): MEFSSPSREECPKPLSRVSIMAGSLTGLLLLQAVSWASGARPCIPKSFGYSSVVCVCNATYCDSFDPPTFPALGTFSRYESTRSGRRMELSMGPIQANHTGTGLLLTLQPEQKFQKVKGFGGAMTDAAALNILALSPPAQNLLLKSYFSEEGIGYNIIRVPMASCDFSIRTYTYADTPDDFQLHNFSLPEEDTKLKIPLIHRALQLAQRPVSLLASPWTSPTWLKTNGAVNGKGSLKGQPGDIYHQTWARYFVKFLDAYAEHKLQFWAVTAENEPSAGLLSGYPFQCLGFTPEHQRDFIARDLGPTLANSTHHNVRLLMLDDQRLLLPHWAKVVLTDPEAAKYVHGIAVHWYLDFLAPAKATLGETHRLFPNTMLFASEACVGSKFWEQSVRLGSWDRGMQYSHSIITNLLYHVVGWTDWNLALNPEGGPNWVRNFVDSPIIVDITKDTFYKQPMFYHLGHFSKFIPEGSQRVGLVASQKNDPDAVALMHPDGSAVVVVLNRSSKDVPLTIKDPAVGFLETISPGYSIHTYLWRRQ
* = called active by the depositor. This is a subset (hit frequency here may not be typical).

smiles	GBA enhancer
O=C(C1CCN(S(=O)(=O)N2CCC3(CC2)OCCO3)CC1)N1CCC(Cc2ccccc2)CC1	-18.0
CCN(CC)/C(=N/O)NC(=O)NS(=O)(=O)c1ccc(C)cc1	-38.7
CCc1c(O)nc(SCC(=O)N2CCOCC2)n(-c2ccccc2)c1=O	6.0
O=C(O)CCCC(=O)Nc1ccc(Br)cc1C(=O)O	-38.0
O=C1CSC(c2cccc(F)c2)N1c1ccccc1F (stereo not given)	-14.9
CCOc1ccccc1NC(=O)CSc1nccn1-c1ccccc1	-23.9
COC(=O)c1[nH]c2cc(OC)ccc2c1N	-23.4
C/C(O)=C(\C#N)c1nnc2n1CCCCC2	-21.8
COCC(C)n1c(SCC(=O)N2CCCCC2)nc2ccccc2c1=O (stereo not given)	-34.6
COc1ccc(Cc2nnc(SCC(=O)NC(C)c3ccccc3)o2)cc1 (stereo not given)	7.2
CCCCC(CCC(=O)Nc1ccccc1C(=O)OCC)C(=O)O (stereo not given)	-18.2
COc1cc2c(C(=O)Nc3ccc4c(c3)OCO4)cn(CC(C)C)c(=O)c2cc1OC	42.8
O=C(NCCCn1ccnc1)c1ccco1	-0.1
CCCCOc1ccc(C2CC(=O)NC2=O)cc1 (stereo not given)	-0.4
O=C(O)c1ccccc1C(=O)Nc1ccccc1	9.3
CC(=O)c1c(C)n([O-])c2ccc(C)cc2[n+]1=O	-9.6
Cc1ccc(CN2CCC(C(=O)NCCC(C)C)CC2)o1	-20.5
CCOC(=O)N1CCN(c2c(NCCCN(CC)c3cccc(C)c3)c(=O)c2=O)CC1	-13.6
Cn1c(=O)cc(SCC(=O)Nc2ccc3c(c2)OCO3)c2ccccc21	-3.7
N=c1c2c3c(sc2nc2n1CCC2)CCCC3	-2.9
Cc1nc(=O)c(-c2ccccc2)c(C)n1CCCO	4.1
COC(=O)Nc1ccc(S(=O)(=O)N2CCCC(C(=O)Nc3cccc4c3OCCO4)C2)cc1 (stereo not given)	-62.4
O=C(CSc1nnnn1-c1ccccc1)c1cc2ccccc2oc1=O	0.3
CCN(CC)CCN1C(=O)C(=O)/C(=C(/O)c2ccc(OC)c(OC)c2)C1c1ccccn1 (stereo not given)	-1.9
O=C(Nc1ccc(N2CCN(C(=O)c3ccco3)CC2)cc1)c1ccccc1F	-15.7
CCN1C(=O)c2cccc3c(S(=O)(=O)Nc4nc(C)cs4)ccc1c23	-22.1
CC1Oc2ccccc2N(CC(=O)c2cccc(Cl)c2)C1=O (stereo not given)	-0.5
COC(=O)c1ccccc1NC(=O)NCc1ccc2c(c1)OCO2	-13.5
O=C(CSc1nnc(-c2ccccn2)n1Cc1ccccc1)N1CCCC1	4.7
CNC(=O)CSc1nnc(-c2ccc(S(=O)(=O)N3CCCC3)cc2)n1-c1cccc(C)c1C	-48.4
O=C(O)C1C2CCC(C2)C1C(=O)NCCCn1ccnc1 (stereo not given)	-18.6
O=C(Nc1cccnc1)c1cc(-c2ccc3c(c2)OCO3)on1	-11.0
COCCn1nnnc1C(c1ccccc1Cl)N1CCN(c2ccccc2OC)CC1 (stereo not given)	-26.4
COc1cc(OC)nc(NC(=O)CS(=O)(=O)c2ccccc2)n1	-0.2
CCCCCOC(=O)CSc1nc2c(c(=O)[nH]c(=O)n2C)n1CCc1ccccc1	2.2
COc1ccc2c(c1)CCc1c(C(=O)Nc3cc(C)n(Cc4ccc(Cl)cc4)n3)noc1-2	-67.5
COc1ccc(-c2nnn(CC(=O)N(CC(=O)NC3CCCC3)Cc3cccs3)n2)cc1OC	-5.2
Oc1[nH]c2ccccc2c1C1=NCCCC1	-18.4
O=S(=O)(Nc1cc(Cl)ccc1N1CCCCC1)c1cccs1	1.4
COc1ccc(C)cc1NC(=O)CSc1nnc(COc2ccc(Cl)cc2)n1Cc1ccco1	-9.4
COc1ccc(C(=O)n2ccc(C)n2)cc1Br	-27.1
COc1ccc(-c2nc3cc(NC(=O)Cc4ccc(OC)c(OC)c4)ccc3o2)cc1	-1.1
N#Cc1nc(-c2ccco2)oc1NCc1cccnc1	-30.2
Cc1cc(=O)oc(C)c1C(=O)NCc1ccccn1	-49.9
Cc1nc(S(=O)(=O)NC2CCCCC2)c(C#N)c(C)c1Cl	-29.3
CC(C)(C)c1[nH]nc2c1C(c1ccncc1)C(C#N)=C(N)O2 (stereo not given)	2.3
Nc1c(NCc2ccccc2F)c(=O)[nH]c(=O)n1Cc1ccccc1	-13.5
Cn1c(SCC(=O)Nc2cccc3ccccc23)nc(O)cc1=O	3.9
Cc1nn(-c2ccccc2)c(Cl)c1C(=O)NCC(=O)O	12.6
CCN1C(=O)/C(=C/N(C)C)c2ccccc21	-3.6

The listing continues:
smiles	GBA enhancer
Cc1ccc(S(=O)(=O)N(C)Cc2ccc(-c3nnc4n3CCC4)cc2)cc1	3.1
O=C(NCc1cccnc1)C1c2ccccc2C(=O)N1C1CCCC1 (stereo not given)	-6.4
CCS(=O)(=O)N1CCC(C(=O)N2CCOCC2)CC1	47.4
Cc1cc2ccccc2c(=O)n1CC(=O)NCC(=O)N1CCCC1	4.9
COc1ccc(-c2nnc(SCC(=O)N3CCCC3)o2)cc1OC	-2.1
Cc1cc(=O)[nH]c(SCn2nnc3ccccc3c2=O)n1	-9.3
O=C(OCc1nnc(-c2ccccc2)o1)C1CCN(S(=O)(=O)c2cccs2)CC1	-1.9
CCOC(=O)c1cc2n(c1C)-c1ccccc1C2=O	-23.1
O=C(CSc1nnc(NCc2ccccc2)s1)c1ccco1	13.2
O=C(Nc1ccc(N2CCCC2)cc1)c1cccc(F)c1	-5.7

Another view of part of the listing above.
SMILES: Cc1cc(=O)[nH]c(SCn2nnc3ccccc3c2=O)n1
- GBA enhancer: -9.3

SMILES: O=C(OCc1nnc(-c2ccccc2)o1)C1CCN(S(=O)(=O)c2cccs2)CC1
- GBA enhancer: -1.9

SMILES: Cc1cc2ccccc2c(=O)n1CC(=O)NCC(=O)N1CCCC1
- GBA enhancer: 4.9

SMILES: CCS(=O)(=O)N1CCC(C(=O)N2CCOCC2)CC1
- GBA enhancer: 47.4

Following part:
smiles	GBA enhancer
COc1cccc(C(=O)NCc2nnc(SCC(=O)Nc3nccs3)n2-c2cccc(C)c2)c1	-30.0
CCOC(=O)c1ccc(N2C(=O)c3n[nH]c(C)c3C2c2cccnc2)cc1 (stereo not given)	-18.6
N#Cc1ccc(CSc2nnc(-c3ccccn3)n2-c2ccccc2)cc1	3.7
Clc1ccc(COn2nnc3ccccc32)c(Cl)c1	2.5
C/C(O)=C\c1nc(=O)c2c(C)cc(C)nc2n1-c1ccccc1	4.0
CCN(C(=O)Cc1c(C(=O)O)[nH]c2ccccc12)c1cc(OC)ccc1OC	-4.8
COc1ccccc1-n1c(SCC(=O)NC2CCCC2)nc2cccnc21	-3.1
CC1(C)CC(=O)c2cc(C(=O)NCc3ccco3)c(=O)n(-c3ccc(Cl)cc3)c2C1	-1.5
COc1ccc(COC(=O)c2n[nH]c3ccccc23)cc1F	6.5
COC(=O)CN(c1ccc(F)cc1)S(=O)(=O)c1ccccc1	-18.1
c1nc(N2CCOCC2)c2c3c(sc2n1)CCCC3	-10.1
O=C(NCc1ccc(Cl)cc1)c1ccc(COCC(F)(F)F)o1	-50.0
Nc1cc(N)nc(SCc2cc(=O)oc3cc4c(cc23)CCC4)n1	-22.8
Cc1c(C(=O)OCc2cc(=O)n3cc(Br)ccc3n2)oc2ccccc12	23.0
COc1ccc(OC)c(C(c2nnnn2C2CCCC2)N2CCc3ccccc3C2)c1 (stereo not given)	-6.7
Cc1nc(NC(=O)C2CC2)sc1C(=O)N1CCCCC1	-26.2
CCCn1c(SCC(=O)N2c3ccccc3Sc3ccccc32)nc2c1c(=O)n(C)c(=O)n2C	-0.8
CCN(CC)C(=O)c1scc2c1OCCO2	-9.1
COC(=O)C1=C(C)N(c2ccc(F)c(Cl)c2)C(=O)C1	1.2
CCNc1sc(C(=O)c2cccs2)c(N)c1-c1nc2ccccc2s1	19.1
Cc1ccc(Sc2c(C)[nH]n(C(C)(C)C)c2=O)cc1	12.6
O=S(=O)(c1ccc2ccccc2c1)N1CCN(S(=O)(=O)N2CCOCC2)CC1	-6.0
COC(=O)c1ccccc1NC(=O)c1cnc2sccn2c1=O	-2.2
N#CC1=C(N)SC(N)=C(C#N)C1c1ccnc2ccccc12	11.1
Cc1cc(C)c(S(N)(=O)=O)c(C)c1-n1cnnn1	-0.3
COc1ccc(-c2nnc3n2N=C(c2cccc(Br)c2)CS3)cc1OC	-24.8
O=C(Nc1nc(-c2cccs2)cs1)c1ccc(Cl)s1	8.8
COCc1c(C)cc(C)c(/C=N/O)c1C	26.1
COC(=O)c1ccc(CSc2nnc3c(Cl)cc(Cl)cn23)o1	-3.0
O=P(O)(O)CP(=O)(O)O	-15.4
CCOC(=O)CC1Sc2ccccc2NC1=O (stereo not given)	5.6
CC(NC(=O)c1cccs1)C(=O)NC1=NCCS1 (stereo not given)	-7.8
COCCNC(=O)CN(C(=O)CCC(=O)Nc1nccs1)c1ccccc1OC	-8.2
c1csc(-c2ncc3ccccn23)c1	-19.6
CC(=O)Nc1sc2c(c1C(c1cccs1)N1CCOCC1)CCCC2 (stereo not given)	14.2
O=C(CSCc1nc2ccccc2[nH]1)N1CCN(c2ccc(F)cc2)CC1	10.0
COc1ccc(S(=O)(=O)N2Cc3ccccc3CC2C(=O)N2CCOCC2)cc1OC (stereo not given)	4.4
Cc1cccc(OCc2nnc3n2CCCCC3)c1	4.7
O=C(Nc1c(F)cc(F)cc1Br)c1cc(-c2ccco2)on1	3.4
C=CCNS(=O)(=O)c1ccc(OCC(=O)OC)cc1	-2.9
Cc1ccc(-c2nc3ccccc3c(=O)n2CCCn2ccnc2)cc1	-7.3
CC(C)N1CC(C(=O)Nc2nc3ccccc3s2)CC1=O (stereo not given)	-8.3
Cc1ccc(NC(=O)CS(=O)CC(=O)NCC2CCCO2)cc1 (stereo not given)	-22.5
Cc1c(O)ccc(C(=O)CN2C(=O)c3ccccc3C2=O)c1O	-31.2
O=C(c1noc2c1CCc1ccccc1-2)N1CCOCC1	-24.8
O=C(CSc1nnc(-c2ccc(Br)cc2)o1)Nc1cccc2ccccc12	-3.8
COc1cccc(-n2c(SCC(=O)OC(C)C)nnc2-c2cccnc2)c1	-40.9
CCCN1CCC(NC(=O)Nc2ccc(OC)c(OC)c2)CC1	-6.0
O=C(O)CCN1C(=O)c2ccccc2C1=O	-16.8
Cc1noc(C)c1S(=O)(=O)N1CCC(C(=O)Nc2ccccn2)CC1	-7.7

Next structures
smiles	GBA enhancer
O=C(C1CCC1)N1CCc2cc(S(=O)(=O)NCC3COc4ccccc4O3)ccc21 (stereo not given)	-25.1
O=C(NCc1ccco1)c1cc(-c2ccc3c(c2)OCO3)on1	-48.8
CC(C)c1ccc(NC(=O)c2cccnc2)cc1	-2.1
CCOc1cc(C2C(C(=O)O)c3cc(OCC)c(OCC)cc3C(=O)N2C)ccc1O (stereo not given)	1.9
CCc1ccccc1NC(=O)CC1S/C(=N\c2nccs2)N(CC)C1=O (stereo not given)	-37.4
CC(C)C(=O)Nc1cccc(NC(=O)c2cc3ccccc3o2)c1	8.0
CC(NC(=O)c1noc2c1CCCC2)c1ccccc1 (stereo not given)	-4.9
O=C(CCN1C(=O)C2(OCCO2)c2ccccc21)c1ccccc1	-22.0
CCOC(=O)c1c(N)c(C#N)nn1-c1ccccc1C(=O)OC	-1.8
Cn1c(=O)c2c(nc(NCC3CCCO3)n2C)n(C)c1=O (stereo not given)	-26.4
COc1cccc(-c2nnc(N(C)C(=O)c3ccno3)s2)c1	-19.5
Cc1cnc(C(=O)NCCc2ccc(S(=O)(=O)NC(=O)NC3CCCCC3)cc2)cn1	-15.9
N#CCCN(CCC#N)C(=O)c1ccc2c(c1)OCO2	-20.7
CCCCNC(=O)CC1N=C2c3ccccc3N=C(SCC(=O)Nc3cccc(OC)c3)N2C1=O (stereo not given)	-10.4
CS(=O)(=O)N(CC(O)Cn1c2ccccc2c2ccccc21)c1ccccc1 (stereo not given)	-8.0
CCCOc1ccc(N2C(=O)CC(N3CCCC(C(=O)N4CCCC4)C3)C2=O)cc1 (stereo not given)	3.1
COc1ccccc1NC(=O)c1cc(Sc2nncn2C)nc2ccccc12	-7.5
CCc1nc2ccccc2n1CC(=O)N(C(C)CC)C1CCS(=O)(=O)C1 (stereo not given)	-1.8
CNc1ccccc1-n1ccc(-c2ccccc2)n1	4.7
Cc1cc(C(=O)OCC(=O)NCc2ccco2)c(C)n1-c1ccc(F)cc1	-15.8

Pulled by compound from the list above (5):
smiles	GBA enhancer
CCCCNC(=O)CC1N=C2c3ccccc3N=C(SCC(=O)Nc3cccc(OC)c3)N2C1=O (stereo not given)	-10.4
CCc1nc2ccccc2n1CC(=O)N(C(C)CC)C1CCS(=O)(=O)C1 (stereo not given)	-1.8
CNc1ccccc1-n1ccc(-c2ccccc2)n1	4.7
Cc1cnc(C(=O)NCCc2ccc(S(=O)(=O)NC(=O)NC3CCCCC3)cc2)cn1	-15.9
COc1ccccc1NC(=O)c1cc(Sc2nncn2C)nc2ccccc12	-7.5

Continued:
smiles	GBA enhancer
COc1cc(C2=NOC(C(=O)NC3CCCCC3)C2)cc(OC)c1OC (stereo not given)	-15.0
Cc1sc2nc(CN(C(=O)c3cccs3)C3CCCC3)[nH]c(=O)c2c1C	-37.1
O=C(NCc1ccco1)c1ccc2nc3sc4c(c3c(=O)n2c1)CCCC4	-9.2
CCOC(=O)c1sc(N)c(C#N)c1CSc1nnc(C2CCCCC2)n1N	-20.6
COc1ccccc1-c1noc(CCC(=O)Nc2cccc(C)c2)n1	-0.3
CC(=O)Nc1coc2ccc(Br)cc12	-12.9
